BoNT A protease: blocks Botulinum neurotoxin A light chain protease; multiplex microsphere protease substrate cleavage, flow cytometry; inhibition, % at 10 µM; hit rate 0.17% among 360,000; note: plate controls were buffer without enzyme for full effect and enzyme alone for no effect
SSB-PriA inh: blocks PriA binding to SSB C-terminal tail; AlphaScreen SSBct-PriA binding, biotinylated peptide; inhibition, % at 33 µM; hit rate 0.6% among 430,000; AID 1272365; in the data active = inhibition mostly above about 37%, no sharp cut-off; inactive = mostly below about 20%;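 note: plate controls were negative control peptide for no effect and reference peptide for full effect; strong numbers were not always called active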
DUSP3 inh: inhibitors of human VHR1 phosphatase (DUSP3); inhibition, % at 13.3 µM; hit rate 0.52% among 290,000; P51452; recombinant VHR phosphatase, pNPP absorbance; AID 1654; in the data active = inhibition above about 50%; note: some compounds called inactive have numbers as strong as hits
Target sequence (P51452 whole entry, looked up): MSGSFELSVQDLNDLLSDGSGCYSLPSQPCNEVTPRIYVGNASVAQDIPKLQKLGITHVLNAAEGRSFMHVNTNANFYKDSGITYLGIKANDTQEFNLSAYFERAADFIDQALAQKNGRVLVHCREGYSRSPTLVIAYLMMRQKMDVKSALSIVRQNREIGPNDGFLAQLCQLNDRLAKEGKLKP
Anthrax LF prot: anthrax lethal factor protease inhibition. P15917. multiplex microsphere protease cleavage assay, LF. inhibition, % at 10 µM. hit rate 0.12% among 360,000; note: plate controls were buffer without enzyme for full effect and enzyme alone for no effect
PrPC TRFRET: reduces human prion protein on the cell surface; AID 720596; cell surface PrPC, TR-FRET read-out; hit rate 0.43% among 370,000; inhibition, % at 13.8 µM; P04156; in the data active = inhibition above about 24%; note: 0% = median of the test wells and 100% = reference compound wells
BoNT F protease: blocks Botulinum neurotoxin F light chain protease | Multiplex microsphere protease cleavage assay, flow cytometry | inhibition, % at 10 µM | AID 588497 | hit rate 0.22% among 360,000; in the data active = inhibition above about 35%, passing the limit was not always enough; inconclusive = no clear call, values can overlap the other calls; note: plate controls were buffer without enzyme for full effect and enzyme alone for no effect
Rv3671c protease: Rv3671c (M. tuberculosis) protease inhibition. inhibition, % at 5.96 µM. hit rate 0.048% among 320,000. AID 2606; in the data active = inhibition above about 38%;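 note: extracellular domain of Rv3671c used as enzyme; 0% = enzyme with DMSO and 100% = no enzyme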
Target sequence (P9WHR9 whole entry, looked up, the tested form may be a part): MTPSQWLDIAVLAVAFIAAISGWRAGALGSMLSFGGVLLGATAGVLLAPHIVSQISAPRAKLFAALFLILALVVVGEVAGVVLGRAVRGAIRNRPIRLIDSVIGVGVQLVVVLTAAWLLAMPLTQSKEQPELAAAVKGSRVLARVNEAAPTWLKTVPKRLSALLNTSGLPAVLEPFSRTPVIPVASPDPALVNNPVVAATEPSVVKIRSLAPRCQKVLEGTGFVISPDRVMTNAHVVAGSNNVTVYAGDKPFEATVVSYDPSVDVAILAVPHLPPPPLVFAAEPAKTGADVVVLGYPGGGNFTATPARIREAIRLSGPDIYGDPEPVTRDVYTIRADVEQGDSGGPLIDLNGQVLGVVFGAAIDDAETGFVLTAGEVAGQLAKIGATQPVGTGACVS
CCHF vOTU inh: blocks the CCHF virus ovarian tumor domain protease; CCHFV vOTU protease, Pep-AMC fluorescence; inhibition, % at 11.5 µM; hit rate 0.55% among 370,000; in the data active = inhibition above about 30%; note: 0% = vehicle wells with enzyme and 100% = no enzyme wells
MazF activator: activators of E. coli MazEF toxin-antitoxin RNase. P0AE70. FAM/BHQ RNA-DNA oligo cleavage fluorescence, 5 h. activation, % at 20 µM. hit rate 0.32% among 350,000. AID 504720; in the data active = activation above about 50%
Target sequence (P0AE70 whole entry, looked up): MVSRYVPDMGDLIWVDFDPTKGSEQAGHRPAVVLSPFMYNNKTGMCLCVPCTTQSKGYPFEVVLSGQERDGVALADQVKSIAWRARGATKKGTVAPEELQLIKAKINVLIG
SARS 3CLpro inh: SARS-CoV 3CLpro protease inhibition | P0C6X7 | hit rate 0.14% among 290,000 | inhibition, % at 6 µM | recombinant SARS-CoV 3CLpro, quenched FRET peptide cleavage | AID 1706; in the data active = inhibition above about 12%
Starred values were filed as active, the others as inactive; ? = inconclusive; / = no result given; & = joins results of further samples. Cut-off read from the data, not from the text of the source, unless noted: active = inhibition above about 30%; inconclusive = no clear call, values can overlap the other calls; inactive = below that. These rows are one share of the data. The share of hits here may be higher or lower than overall.

SMILES	BoNT A protease	SSB-PriA inh	DUSP3 inh	Anthrax LF prot	PrPC TRFRET	BoNT F protease	Rv3671c protease	CCHF vOTU inh	MazF activator	SARS 3CLpro inh
CCOC(=O)C1CCCN(C(=O)c2ccc(C)c([N+](=O)[O-])c2)C1 (centres undefined)	-2.9	-1	0	1	7	-22	6	-7	-5	-3
COc1ccc(NC(C)=O)cc1S(=O)(=O)Nc1cccc(S(=O)(=O)NC2=NCCC2)c1	0.1	-10	/	-2	-3	-6	3	10	5	/
O=C(OCCN1C(=O)c2ccccc2C1=O)C1CCN(S(=O)(=O)c2cccs2)CC1	?	-20	18	-5	10	-2	5	12	3	4
C=CC[C@@H](CC(=O)N[C@@H](CO)Cc1ccccc1)C(=O)N[C@H](COC(=O)[C@H](CC=C)CC(=O)OC(C)(C)C)Cc1ccccc1	-0.5	-1	/	-2	-7	3	-1	16	-3	/
CCN(Cc1ccccc1)C(=O)Cn1c(=O)n(CC(=O)NCc2ccco2)c(=O)c2sccc21	0.4	-12	-9	-9	-4	1	-6	0	-9	-11
C=CCN1C(=O)C2(C(C#N)=C(N)Oc3n[nH]c(CCC)c32)c2ccccc21 (centres undefined)	-0.6	0	7	-3	5	-12	-1	6	6	-5
CCCNC(=O)COc1coc(CN2CCN(c3ccc(F)cc3)CC2)cc1=O	2.8	-3	16	-3	-3	3	-8	-2	0	-3
O=S(=O)(Nc1cccc(-c2nc3cccnc3s2)c1)c1ccc2c(c1)OCCO2	0.1	2	2	0	11	-4	-49	13	3	5
Cc1cc(Br)ccc1NC(=O)c1ccccc1-c1ccccc1	-0.4	-8	22	-3	-12	-13	-6	-9	-5	3
COc1cc2nc(C)sc2cc1SC	1.2	-27	0	2	2	10	-2	-8	3	-3
O=C(COc1ccc2ccccc2c1Br)Nc1ncn[nH]1	3.8	-10	1	-6	/	4	9	/	0	-3
O=C(Nc1ccc(Cl)cn1)c1ccc(COCC(F)(F)C(F)F)o1	-1.0	-24	-2	-2	11	-6	5	2	-2	-1
CC(C)(C)c1ccc(C(=O)N2CCN(C(=O)c3ccco3)CC2)cc1	-4.6	-8	14	-1	0	-4	2	13	5	-2
CCNC(=O)c1ccc2c(c1)S(=O)(=O)c1ccccc1C2=O	0.9	2	7	0	-69	-6	-1	-3	17	-1
COc1cc(C)c(CN2CC=C(c3ccc(F)cc3)CC2)cc1C	0.5	-14	19	-8	7	?	4	17	5	4
CC(C)c1ccc(O)c(CN2CCN(c3ccccc3)CC2)c1	-0.5	-6	26	-2	2	-15	-3	-12	-9	0
O=C(COc1ccc2ccccc2c1)N1CCN(C(=O)c2ccc([N+](=O)[O-])cc2)CC1	-0.5	-16	37	-2	-23	0	4	-7	8	-1
CC(=O)N1N=C(C)CC1c1ccc(OCc2ccccc2)cc1 (centres undefined)	-0.3	-2	24	-1	-1	-4	-2	-8	5	3
O=c1sc2ccccc2n1COc1ccccc1	14	-42	1	3	15	21	/	0	-7	-1
Cc1[nH]c2ccccc2c1C(=O)Cn1c(=O)oc2ccccc21	-0.5	-5	6	-2	/	-9	1	/	10	2

Molecules from the list above that contain bromine:
SMILES	BoNT A protease	SSB-PriA inh	DUSP3 inh	Anthrax LF prot	PrPC TRFRET	BoNT F protease	Rv3671c protease	CCHF vOTU inh	MazF activator	SARS 3CLpro inh
Cc1cc(Br)ccc1NC(=O)c1ccccc1-c1ccccc1	-0.4	-8	22	-3	-12	-13	-6	-9	-5	3
O=C(COc1ccc2ccccc2c1Br)Nc1ncn[nH]1	3.8	-10	1	-6	/	4	9	/	0	-3

(cont.)
SMILES	BoNT A protease	SSB-PriA inh	DUSP3 inh	Anthrax LF prot	PrPC TRFRET	BoNT F protease	Rv3671c protease	CCHF vOTU inh	MazF activator	SARS 3CLpro inh
COCCN(C(=O)CSc1nnc(-c2cccc(OC)c2)n1C)c1c(N)n(Cc2ccccc2)c(=O)[nH]c1=O	-0.4	/	11	2	/	-3	0	/	/	6
Cc1cc(C)c(C#N)c(Oc2ccccc2Br)n1	1.3	-50	25	1	12	-3	-5	-4	2	0
CC(C)C(=O)Nc1ccc(NC(=S)NC(=O)c2ccc([N+](=O)[O-])cc2)cc1	-1.9	3	18	-2	-5	-4	0	-2	-12	-3
CCN(CC)c1ccc(CNc2nnnn2C)cc1	-2.3	-8	40	-11	-5	-28	3	-13	7	3
C=CCn1c(SCC(=O)c2ccc(NS(=O)(=O)c3ccccc3)cc2)nnc1-c1cccs1	?	-19&-11&6	-12	0	-7	0	-13	-3	-9	4
COc1ccc(N2CCN(C(=O)c3ccc(CS(=O)c4cccc(Cl)c4)o3)CC2)cc1 (centres undefined)	-0.2	/	/	-11	1	0	/	-6	6	/
CCOC(=O)CN(C(=O)CSc1nnc2c(n1)[nH]c1ccc(F)cc12)c1ccccc1	-0.3	-29	7	0	-14	-23	-21	4	0	2
Cc1nnsc1C(=O)Nc1ccc(S(=O)(=O)N2CCCCC2)cc1	-3.4	-3	16	-2	3	0	0	-8	7	3
CCOC(=O)C(C(=O)N1CCOCC1)C1CCCCC1 (centres undefined)	-0.5	-10	1	-2	-6	-10	7	-15	1	-2
CCC(=O)N1N=C(c2cccs2)CC1c1ccco1 (centres undefined)	-1.3	-7	4	1	-6	-5	-5	4	-17	0
CCCn1c(SCC(=O)N2N=C3/C(=C/c4ccc(OC)cc4)CCCC3C2c2ccc(OC)cc2)n[nH]c1=O (centres undefined)	-1.0	16	-4	0	3	-8	-16	-1	-3	-2
COc1ccc(N=C2C(=O)N3CCCc4cccc2c43)cc1	0.3	5	-4	-3	1	0	1	-2	-7	3
Cn1c(=O)c2sccc2n2c(CCCC(=O)NCCc3ccccc3)nnc12	0.3	-5	33	1	-6	2	2	6	4	-1
CC(=O)NCCNc1nc(NCc2cccs2)nc2ccsc12	-0.5	/	/	-3	-11	-7	/	-7	/	/
Cc1ccc(NC(=O)N2CCCN(Cc3ccc(F)cc3)C2)cc1C	-0.2	4	32	-5	-13	-6	1	-5	2	0
Cn1cc(Br)c(C(=O)Nc2sc3c(c2C(N)=O)CCCC3)n1	-3.9	-8	14	2	-1	-18	-5	7	3	-2
CCN(CCn1cccn1)Cc1nc(-c2ccc(C(=O)OC)cc2)no1	-2.6	0	-9	-4	1	-10	6	-7	5	-3
COc1ccc(C(=O)NC(=S)Nc2ccc3c4c(cccc24)CC3)cc1OC	-1.0	-2	-2	0	0	0	-1	1	-12	-2
CCOC(=O)C(CC)(CC)C(=O)/C=C/c1ccc(OC)cc1	?	-7	5	6	-4	?	-1	10	5	2
CCOc1ccccc1NC(=O)CC1SC(=N)N(c2ccccc2)C1=O (centres undefined)	/	/	26	/	10	/	6	-3	/	1
CSc1ccccc1CNc1nc(NCC2CC2)nc2ccsc12	-0.3	/	/	-4	12	2	/	11	/	/
Cc1nc(N)sc1C(=O)OCC(C)C	-1.0	-2	33	-6	2	-8	8	7	4	-3
CC(=O)Nc1sc(C)c(C)c1C(=O)OCC(=O)N(CCC#N)c1cc(C)cc(C)c1	2.6	-4	/	-1	-4	-2	/	1	2	/
Clc1ccc(SCc2cc(-c3ccccc3)no2)cc1	-0.1	-9	29	-4	1	-4	-1	11	-5	2
O=C(OCC(=O)N1CCN(C(=O)c2ccco2)CC1)c1cccc(O)c1	1.2	8	14	0	-8	5	-10	-6	-3	-1
CNC(=O)NC(O)C(Cl)(Cl)Cl (centres undefined)	0.2	-5	-14	0	-3	-4	4	-4	-5	3
Cn1cccc1/C=N/n1cnnc1	2.2	/	-10	-4	-2	2	-4	3	-7	2
C#CCSc1nnc(-c2ccc([N+](=O)[O-])cc2)o1	-0.4	2	22	0	-44	0	5	12	2	1
CC(C)NS(=O)(=O)c1ccc2c(c1)oc(=O)n2C	-0.1	-2	1	1	0	-4	5	-5	-16	2
COC(=O)c1c(-c2ccc3ccccc3c2)csc1NC(=O)Cc1ccc(OC)c(OC)c1	0.1	8	38	-3	17	-10	0	5	-6	-7
COc1cccc(NC(=O)N(C)C[C@@H]2OCc3cnnn3CCCC(=O)N([C@@H](C)CO)C[C@H]2C)c1	-1.0	/	/	-7	7	-5	/	-2	4	/
CCC(=NC(CC)CO)C1=C(O)CC(C)(C)CC1=O (centres undefined)	0.0	4	33	-4	-5	1	0	13	-1	0
Cc1ccc2nc(C)c(C(=O)O)cc2c1	-0.8	-14	-29	-1	6	-4	-16	3	9	0
O=C(Cc1c(F)cccc1Cl)N/N=C/c1cccs1	0.1	/	27	-5	-3	-6	0	14	2	1
Cc1ccc(-n2c(SCC(=O)NCc3ccco3)nc3sc4c(c3c2=O)CC(C)(C)SC4)cc1	1.3	4	0	-1	0	25	-6	9	-7	3
COc1ccc(S(=O)(=O)NC(C)c2ccccc2)cc1C(=O)N1CCCCC1 (centres undefined)	0.8	-13	1	-6	-6	-6	8	0	0	1
Cc1cnn(CCC(=O)NNC(=S)NCC(C)C)c1	-0.9	-20	11	-2	8	-8	-2	9	3	-4
Cc1cc(C(=O)N2CCN(c3ncccn3)CC2)c(C)o1	-3.5	-28	17	-1	3	-3	8	0	13	3
Cc1nn(Cc2ccc(Cl)cc2)c(C)c1NC(=O)Cn1nc([N+](=O)[O-])c(Cl)c1C	-0.1	-9	17	-2	-9	-7	2	8	-10	1
COc1cc(C(=O)NCCOc2cc(C)ccc2C(C)C)cc(OC)c1OC	1.0	-7	7	5	17	9	-2	5	11	4
O=C1CS/C(=N/N=C/c2cccs2)N1	-0.9	/	7	0	0	2	4	19	9	-1

Among those listed so far, 13 have an aryl methoxy group:
SMILES	BoNT A protease	SSB-PriA inh	DUSP3 inh	Anthrax LF prot	PrPC TRFRET	BoNT F protease	Rv3671c protease	CCHF vOTU inh	MazF activator	SARS 3CLpro inh
COc1ccc(NC(C)=O)cc1S(=O)(=O)Nc1cccc(S(=O)(=O)NC2=NCCC2)c1	0.1	-10	/	-2	-3	-6	3	10	5	/
COc1cc2nc(C)sc2cc1SC	1.2	-27	0	2	2	10	-2	-8	3	-3
COc1cc(C)c(CN2CC=C(c3ccc(F)cc3)CC2)cc1C	0.5	-14	19	-8	7	?	4	17	5	4
COCCN(C(=O)CSc1nnc(-c2cccc(OC)c2)n1C)c1c(N)n(Cc2ccccc2)c(=O)[nH]c1=O	-0.4	/	11	2	/	-3	0	/	/	6
COc1ccc(N2CCN(C(=O)c3ccc(CS(=O)c4cccc(Cl)c4)o3)CC2)cc1 (centres undefined)	-0.2	/	/	-11	1	0	/	-6	6	/
CCCn1c(SCC(=O)N2N=C3/C(=C/c4ccc(OC)cc4)CCCC3C2c2ccc(OC)cc2)n[nH]c1=O (centres undefined)	-1.0	16	-4	0	3	-8	-16	-1	-3	-2
COc1ccc(N=C2C(=O)N3CCCc4cccc2c43)cc1	0.3	5	-4	-3	1	0	1	-2	-7	3
COc1ccc(C(=O)NC(=S)Nc2ccc3c4c(cccc24)CC3)cc1OC	-1.0	-2	-2	0	0	0	-1	1	-12	-2
CCOC(=O)C(CC)(CC)C(=O)/C=C/c1ccc(OC)cc1	?	-7	5	6	-4	?	-1	10	5	2
COC(=O)c1c(-c2ccc3ccccc3c2)csc1NC(=O)Cc1ccc(OC)c(OC)c1	0.1	8	38	-3	17	-10	0	5	-6	-7
COc1cccc(NC(=O)N(C)C[C@@H]2OCc3cnnn3CCCC(=O)N([C@@H](C)CO)C[C@H]2C)c1	-1.0	/	/	-7	7	-5	/	-2	4	/
COc1ccc(S(=O)(=O)NC(C)c2ccccc2)cc1C(=O)N1CCCCC1 (centres undefined)	0.8	-13	1	-6	-6	-6	8	0	0	1
COc1cc(C(=O)NCCOc2cc(C)ccc2C(C)C)cc(OC)c1OC	1.0	-7	7	5	17	9	-2	5	11	4

Assay outcomes: PubChem, several laboratories
